# Screening results (PubChem BioAssay)
# Cav3 T inh – human Cav3.2 channel inhibition, primary screen | O95180 | actives 4% (n = 100,000) | Cav3.2-expressing cells, Fluo-4 calcium fluorescence FDSS; active compounds read low | B-score at 10 µM;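 active means single-dose well whose peak fluorescence ratio is a statistical outlier from its plate by either plate-standardised score or position-corrected B-score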
# An asterisk follows results filed as active. Only part of the results is shown. The share of hits here may be higher or lower than overall.
Cav3 T inh,Structure
-0.38,Cc1c(NC(=O)Cn2nc(C(=O)O)c3ccccc3c2=O)c(=O)n(-c2ccccc2)n1C
-1.9,O=C(Cc1nc(-c2ccc([N+](=O)[O-])cc2)cs1)Nc1ccccc1
0.79,Cc1cc(C)cc(N(C(C)C(=O)Nc2c(C)n(C)n(-c3ccccc3)c2=O)S(C)(=O)=O)c1 (stereo not given)
-3.1,CCOC(=O)c1cc(-c2ccc(OC)cc2)nc2c1c(C)nn2CCC#N
-0.2,COc1cccc(C(=O)OC(C)CN2CCCC2)c1 (stereo not given)
-0.73,COc1ccc(/C(O)=C2\C(=O)C(=O)N(c3cc(C)on3)C2c2ccccc2OC)cc1C (stereo not given)
0.0048,COc1ccc(Cc2c(N)nc(N)nc2N)cc1
0.47,CC(C)c1nnc(NC(=O)CCC(=O)NCC2CCCO2)s1 (stereo not given)
0.86,COC(=O)N[C@H](CC(C)=O)c1cccc(C(F)(F)F)c1
-0.06,CC(c1nnc(SCn2nnc3ccccc3c2=O)n1-c1ccc(Cl)cc1)N(C)C (stereo not given)
-1.1,CN(c1ccc(C(=O)NCCc2ccccc2)cc1)S(C)(=O)=O
0.13,O=C(c1ccccc1)c1cnc(-c2ccc(Cl)cc2)s1
-0.2,Cc1sc(NC(=O)CSc2nnnn2C2CCCC2)c(C#N)c1C
0.83,O=C(Nc1ccon1)c1cccc(Cl)c1
0.36,Cn1c(N)c(C(=O)CSc2nc3ccccc3n2-c2ccccc2)c(=O)n(C)c1=O
0.12,CSC1=C(C#N)C(CC(C)C)C(C(C)=O)=C(C)N1 (stereo not given)
0.098,O=C(Oc1cccc(Oc2ccccc2)c1)N1CCOCC1
0.41,O=C(NC(=S)Nc1cc(C(F)(F)F)ccc1Cl)c1ccccc1
0.25,COc1ccc(CNC(=O)Cn2cnc3c(=O)n(C)c(=O)n(C)c32)cc1
0.041,O=C(/C=C/c1ccccc1)N/C(=C/c1ccccc1)C(=O)NCCO
0.73,COc1ccc(-n2cnnc2SCC(=O)c2ccc(S(=O)(=O)N3CCOCC3)cc2)cc1
0.88,O=C(NCc1ccccc1Cl)C1CCN(S(=O)(=O)N2CCCCC2)CC1
0.15,COc1ccccc1N1CCN(Cc2nc3ccccc3c(=O)n2CC(C)=O)CC1
0.92,CC(C)(O)CC[C@@H](O)[C@](C)(O)[C@H]1CC[C@@]2(O)C3=CC(=O)[C@@H]4C[C@@H](O)[C@@H](O)C[C@]4(C)C3CC[C@]12C (stereo not given in full)
-1.4,CCSc1nc2cc(OC)c(OC)cc2c(=O)n1CCc1ccccc1
-1.2,Cc1noc(C)c1CSc1nc2sc(C)c(C)c2c(=O)n1-c1ccccc1
0.37,Cc1ccc(C(=O)N2CC(C)OC(C)C2)c(Cl)c1 (stereo not given)
0.097,CC(=O)Nc1ccc(-n2c(C)c(C(C)=O)c(C(C)=O)c2C)cc1
-0.45,CCCS(=O)(=O)c1c(S(=O)(=O)CCC)c2cnccn2c1C(=O)c1ccc(Cl)cc1
0.99,CCC(C)NCCOc1ccc(Br)cc1 (stereo not given)

# For convenience, part of the list above:
Cav3 T inh,Structure
0.92,CC(C)(O)CC[C@@H](O)[C@](C)(O)[C@H]1CC[C@@]2(O)C3=CC(=O)[C@@H]4C[C@@H](O)[C@@H](O)C[C@]4(C)C3CC[C@]12C (stereo not given in full)
-1.4,CCSc1nc2cc(OC)c(OC)cc2c(=O)n1CCc1ccccc1
-1.2,Cc1noc(C)c1CSc1nc2sc(C)c(C)c2c(=O)n1-c1ccccc1
0.37,Cc1ccc(C(=O)N2CC(C)OC(C)C2)c(Cl)c1 (stereo not given)
0.097,CC(=O)Nc1ccc(-n2c(C)c(C(C)=O)c(C(C)=O)c2C)cc1
-0.45,CCCS(=O)(=O)c1c(S(=O)(=O)CCC)c2cnccn2c1C(=O)c1ccc(Cl)cc1
0.99,CCC(C)NCCOc1ccc(Br)cc1 (stereo not given)

# The list continues.
Cav3 T inh,Structure
0.0059,Cc1ccc(C(=O)c2coc3ccc(OCC(=O)O)cc23)cc1
0.22,CCOc1ccc(-c2csc(C3COc4ccccc4O3)n2)cc1 (stereo not given)
-2.1,C=CCc1ccc(OCCOc2cccc3ccc(C)nc23)c(OC)c1
-1.1,CCC/C(=N/NC(=O)c1csc(C)c1C)c1ccc(Cl)s1
0.89,COc1cccc(C(=O)O/N=C(\N)c2ccc([N+](=O)[O-])cc2)c1
1.2,O=c1[nH]cnc2c1nc(SCc1ccccc1)n2C1OC(CO)C(O)C1O (stereo not given)
-0.29,O=C(OCc1cnc(Cl)s1)c1cccc(Cl)c1
-1.3,CCOC(=O)Cn1c(=O)oc2cc(S(=O)(=O)Nc3cc(OCC)ccc3OCC)ccc21
-0.015,CCS(=O)(=O)n1nc(C(=O)N2CCOCC2)nc1N
0.41,COc1cccc(NC(=S)N(CCc2nc3cc(C)c(C)cc3[nH]2)Cc2cccnc2)c1
-1.5,O=C(NCc1ccc(F)cc1)c1cc2n(n1)C(C(F)(F)F)CC(C1CC1)N2 (stereo not given)
-0.014,COC(=O)CSc1nnc(Cc2ccccc2)n1-c1ccc(C)cc1
-0.43,COc1ccc(-c2ccc(C#N)c(SCC(=O)OCc3ccccc3)n2)cc1OC
0.16,CC(C)CC(c1nnnn1Cc1ccco1)N1CCN(C2CCCC2)CC1 (stereo not given)
-0.068,CC(=O)Oc1ccc(N2C(=O)CCC2=O)cc1
-2.2,CCOc1ccc(CCNC(=O)CCN2C(=O)COc3ccccc32)cc1OCC
-0.021,COc1ccc(CN2CC34C=CC(O3)C(C(=O)O)C4C2=O)cc1 (stereo not given)
-0.68,COc1ccc(C2=NOC(C(=O)N3CCCc4ccccc43)C2)cc1 (stereo not given)
-2.4,O=C(c1ccco1)N1CCN(C(=O)N2c3ccccc3Sc3ccccc32)CC1
-3.8,Cc1ccc(C)c(N2CCN(C(=O)c3ccccc3Br)CC2)c1
0.48,COc1cc(NC(=O)c2cc3nc(-c4ccccc4)cc(-c4ccccc4)n3n2)cc(OC)c1OC
-1.9,Cc1ccc(-c2c(C#N)c(N)nc3c2CCCCC3)o1
-0.75,COc1cc(NC2c3ccccc3C(=O)N2Cc2ccc3c(c2)OCO3)cc(OC)c1OC (stereo not given)
1.1,COC(=O)c1[nH]c2ccccc2c1NC(=O)CN1CCC(C(N)=O)(N2CCCCC2)CC1
0.33,O=C(N[C@@H](Cc1ccccc1)C(=O)OCc1ccccc1)c1nc[nH]c1C(=O)NC(c1ccccc1)c1ccccc1
-1.6,CC(=O)c1cc(C#N)c(Oc2cccc(C(F)(F)F)c2)nc1C
0.26,COc1cccc(C2CC(c3ccccc3OC)n3nc(N)nc3N2)c1 (stereo not given)
-4.7*,O=C(NC(CSCc1ccccc1)C(=O)N/N=C/c1ccc(O)cc1O)c1ccc([N+](=O)[O-])cc1 (stereo not given)
1.7,O=C(NCc1ccccc1)c1cc(-n2cnnc2)ccc1Cl
0.64,CSc1nc2[nH]c3c(c2c2nncn12)CC(C)(C)OC3

# Some of these compounds in order of their number in Cav3 T inh, descending:
Cav3 T inh,Structure
0.0059,Cc1ccc(C(=O)c2coc3ccc(OCC(=O)O)cc23)cc1
-0.43,COc1ccc(-c2ccc(C#N)c(SCC(=O)OCc3ccccc3)n2)cc1OC
-1.1,CCC/C(=N/NC(=O)c1csc(C)c1C)c1ccc(Cl)s1
-2.1,C=CCc1ccc(OCCOc2cccc3ccc(C)nc23)c(OC)c1
-2.4,O=C(c1ccco1)N1CCN(C(=O)N2c3ccccc3Sc3ccccc32)CC1
-3.8,Cc1ccc(C)c(N2CCN(C(=O)c3ccccc3Br)CC2)c1

# (further entries)
Cav3 T inh,Structure
-0.53,CCn1c(Cc2c(C)[nH]c3ccccc23)nnc1SCC(N)=O
-1.5,CC(=O)Cc1nsc(NC(=O)c2ccc(-c3cc(C(F)(F)F)ccc3Cl)o2)n1
-1.2,C/C(Cl)=C/Cn1c(=O)c2c(nc(Br)n2Cc2ccccc2)n(C)c1=O
1.3,c1ccc(Nc2ccccn2)cc1
1.1,CCCCNC(=O)Nc1cc(C(F)(F)F)c[nH]c1=O
-0.76,COc1ccccc1OCCNc1cc(N2CCOCC2)ccc1[N+](=O)[O-]
0.017,CC(=O)NC(c1ccccc1)c1cccnc1 (stereo not given)
0.59,CCOC(=O)Nc1ccc2c(c1)N(C(=O)CN1CCN3CCCC3C1)c1ccccc1CC2 (stereo not given)
-0.21,O=C(C(Cc1ccccc1)n1cccc1)N1CCN(C2CCCCC2)CC1 (stereo not given)
-2.5,Cn1nc(C(F)(F)F)c2cc(NC(=O)OCc3ccc(F)cc3)sc21
-1.2,COc1ccccc1CNC(=O)C1CCN(C(=O)N(C)C)CC1
0.46,O=C(Nc1ccccc1)c1nnsc1S(=O)c1ccc(Cl)cc1 (stereo not given)
-0.48,O=C(O)c1ccc(NS(=O)(=O)/C=C/c2ccccc2)cc1O
0.1,Nc1ccc(S(=O)(=O)c2ccc(Cl)cc2)cc1
-0.3,Cc1cc(NC(=O)CCC2CCCC2)no1
-0.64,C1CCC(OCCN2CCN(CCOC3CCCCC3)CC2)CC1
-0.24,O=C(c1cccc2ccccc12)N1CCN(CC2CC=CCC2)CC1 (stereo not given)
0.022,CO/N=C/NC(=O)c1ccc([N+](=O)[O-])c(CS(=O)(=O)c2ccc(Cl)cc2)c1
0.58,CCN1CCCC1CNC(=O)CSc1cc(=O)n(C)c2cc(Cl)ccc12 (stereo not given)
0.57,CC(=O)Nc1ccc(S(=O)(=O)N2CCC(NC(=O)C(Cc3cccn3C)NC(C)=O)CC2)cc1 (stereo not given)
-0.37,Cn1c(SCc2nc(-c3ccc(Br)cc3)no2)nnc1-c1ccco1
-0.94,CCn1nnnc1SCC(=O)Nc1ccc(OCc2ccccc2)cc1
-2.3,CCc1ccc(NC(=O)CCn2c(=O)oc3ccccc32)cc1
-7.8*,Oc1ccccc1C1=Nc2nc3ccccc3n2C(c2ccccc2)C1 (stereo not given)
0.054,O=C(CSCc1c(F)cccc1Cl)NCC1CCCO1 (stereo not given)
-0.53,O=C(O)COc1ccc(Cl)cc1CO
0.31,CCN(CC)C(=O)Cc1ccccc1
0.12,CCC(=O)Nc1cccc(NC(=O)CSc2nnc(C(C)C)n2CC)c1
-2.5,CN(Cc1ccccc1)S(=O)(=O)c1ccc(S(=O)(=O)N(Cc2ccc(F)cc2)C2CCCC2)cc1
0.34,CCOC(=O)CNC(=O)CSc1ncnc2c1cnn2Cc1ccccc1
0.027,N#Cc1ccc(-c2csc(NC(=O)C3CC3)n2)cc1
-0.0043,Nc1c(C(=O)c2ccccc2)oc2ccccc12
-0.063,CC(=O)N=c1sc(C(C)(C)C)c(C)n1C
0.24,COc1cc(C2CC(=O)c3cnc(NC(=O)COc4ccccc4)nc3C2)cc(OC)c1OC (stereo not given)
0.74,COc1ccc(OC)c(S(=O)(=O)N2CCN(C)CC2)c1
-3.2,Cc1ccc(C)c(SCC(=O)Nc2nnc(-c3ccccc3)o2)c1
-0.39,CCOc1ccc(C(=O)OCC(=O)Nc2cc(C)on2)cc1OCC
-1.4,CC(C)NC(=O)c1ccc2c3n(nc2c1)-c1ccc(Cl)cc1CO3
-1.1,O=C(Oc1ccc(Br)cc1C(=S)N1CCCC1)c1ccccc1Cl
-1.9,O=C(Nc1ccccc1)c1ccc(OC(=O)c2cc3ccccc3o2)cc1
0.42,CCOC(=O)c1ccc2nc(NC(=O)c3cccs3)sc2c1
0.19,Cn1c(=O)c2cc(S(=O)(=O)NC(C(=O)NCc3cccnc3)c3ccccc3)ccc2n(C)c1=O (stereo not given)
0.14,Cc1ccc2c(c1)-c1c(ssc1=S)C(C)(C)N2C(=O)CSc1nncn1C
-4.5,O=C(NCc1ccco1)c1cnn2c1NC(c1ccc(Br)cc1)CC2C(F)(F)F (stereo not given)
-4.9*,O=S(=O)(NC1CC2CCC1C2)c1ccc(Br)s1 (stereo not given)
0.67,Cn1c(=O)[nH]c(=O)c2c1nc(N1CCN(c3ccccc3)CC1)n2CCSc1ncccn1
-3.5,O=C(NNC(=S)Nc1cccc2ccccc12)c1cccc(Br)c1
-0.97,COc1cc(CCCN2C(=S)NC[C@@H]2CC2CCCCC2)cc(OC)c1OC
0.47,O=C(c1cccs1)N1CCC(N2CCN(c3ccccc3)CC2)CC1
0.46,COc1ccccc1OCc1nc2ccccc2[nH]1
0.018,CC(=O)Nc1ccc(/C=N/NC(=O)c2cc3cc(C)ccc3nc2C)cc1
-0.95,CC(C)(C)[C@@H]1C=C(C(=O)N2CCN(Cc3ccccc3)CC2)O[C@H](OCCCCO)C1
0.17,CN1CCN(C(=O)c2ccc(COc3ccc(Cl)cc3Cl)cc2)CC1
0.084,CCOC(=O)c1cc2sccc2n1CC(=O)OC
-0.54,COc1ccc(C2C(C(C)=O)=C(C)Nc3ncnn32)cc1OC (stereo not given)
0.18,O=C(Nc1ccccn1)N1CCOCC1
-0.11,N#Cc1ccc(CSc2nnc(NC(=O)CN3C(=O)C4CC=CCC4C3=O)s2)cc1 (stereo not given)
-0.67,COc1ccc(-c2cc(OC(=O)c3ccc(F)cc3)c3c(C)oc(C)c3c(=O)c2)cc1
-2.1,CCCSc1oc(-c2ccco2)nc1S(=O)(=O)c1ccccc1
0.24,O=C1CN(c2ccccc2Cl)C(=O)CN1c1ccccc1Cl

# (listing goes on)
Cav3 T inh,Structure
-0.38,COc1ccc(OC)c(C(=O)CSc2nnc(-c3cccs3)o2)c1
-3.2,Cc1ccc(S(=O)(=O)N2CCOCC2)cc1C(=O)NCc1ccco1
0.0065,O=C1c2c(O)cc(O)cc2O[C@@]12c1c(cc(O)c3c1O[C@H](c1ccc(O)cc1)[C@@H](O)C3)O[C@@H]2c1ccc(O)cc1
1.1,COc1ccc(NC(C)=O)cc1NC(=O)CN1CCN(C2c3ccccc3-c3ccccc32)CC1
-2.4,COc1ccc(C(=O)Nc2cc(C(=O)NCCc3ccccc3)ccc2Cl)cc1
0.0052,CCOC(=O)CSc1nc2ccccc2n1C(=O)OCC
0.87,CSc1nc2ccccc2n1CC(=O)Nc1ccccc1
0.75,Cc1ccc(-c2noc(CNCCCN(C)C)n2)cc1
-1.2,CCc1ccc(N=CC2=C(O)CC(c3ccco3)CC2=O)cc1 (stereo not given)
0.086,O=C1c2ccncc2C(=O)N1CO
